HIF act: HIF pathway transcriptional activation; U2OS HRE-luciferase reporter, luminescence; normalized: DMSO 0%, desferrioxamine 100%; activation, % at 7.5 µM (by protocol); hit rate 0.32% among 300,000; AID 1910;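 active = mean activation of at least 10% of the iron chelator positive control signal, with at least half of replicates also reaching 10%; inconclusive = mean and replicate majority disagree about reaching 10%; inactive = mean and most replicates under 10%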
IEC-6 tox: counter-screen for KLF5 inhibitors: cytotoxicity in IEC-6 cells; IEC-6 cytotoxicity, luminescence viability; inhibition, % at 5 µM; hit rate 0.78% among 290,000; AID 1825; in the data active = inhibition above about 22%;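 also: 0% = plate median of test compound wells and 100% = cytotoxic reference compound wells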
GSK3beta inhib: blocks human GSK3beta kinase activity. activity score (negative = inhibition), % at 10 µM. AID 2097. P49841. GST-GSK3beta kinase, ADP-Glo luminescence, 60 min; hits give low values. hit rate 0.038% among 300,000;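 active = more than half of replicate wells score below -50%, meaning over 50% inhibition versus plate controls; inconclusive = some replicates but at most half score below -50%; inactive = no replicate scores below -50%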;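 also: 0% = median DMSO wells and -100% = median GW8510 positive control wells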
Target sequence (P49841 whole entry, looked up): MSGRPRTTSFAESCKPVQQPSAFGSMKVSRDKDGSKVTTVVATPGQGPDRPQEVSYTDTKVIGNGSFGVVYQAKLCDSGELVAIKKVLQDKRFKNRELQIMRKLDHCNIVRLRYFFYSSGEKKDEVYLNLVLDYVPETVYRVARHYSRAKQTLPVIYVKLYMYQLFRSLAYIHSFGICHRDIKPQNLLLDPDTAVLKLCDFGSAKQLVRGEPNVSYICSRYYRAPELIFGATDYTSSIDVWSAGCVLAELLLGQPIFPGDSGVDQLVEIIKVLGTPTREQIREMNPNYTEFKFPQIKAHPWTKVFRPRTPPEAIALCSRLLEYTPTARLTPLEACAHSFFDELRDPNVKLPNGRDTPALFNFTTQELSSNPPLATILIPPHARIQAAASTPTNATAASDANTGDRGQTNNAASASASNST
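Assay system: GST-fused GSK3beta enzyme, cell-free / Medium: Tris pH 7.5 buffer with MgCl2, DTT, BSA, heparin / Also added: peptide substrate plus 25 µM ATP (final) / Compound: 10 µM single point / Timing: kinase reaction with compound 60 min at room temperature / Detection: ADP-Glo luminescence / Benchmarks: DMSO neutral wells and GW8510 at 20 µM as positive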
HSP90 inh: inhibitors of HSP90 luciferase refolding in rabbit reticulocyte lysate; luciferase refolding luminescence, 3 h; inhibition, % at 5.6 µM; hit rate 0.91% among 290,000;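 active = inhibition above the screen-wide mean plus 3 SD, computed separately per campaign, cut at about 16% in these data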;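 also: 0% = DMSO wells and 100% = 60 µM geldanamycin wells; inhibitors lower the luminescence because luciferase stays unfolded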
AI-2 QS mod: Vibrio harveyi AI-2 quorum sensing modulation. hit rate 0.4% among 300,000. Vibrio harveyi JMH597 AI-2 luminescence/OD600 ratio, 9 h; hits give low values; strain lacks LuxN and CqsS sensors; 0 = neutral-control median. activity change, % at 7.5 µM; in the data active = activity change below about -75%, passing the limit was not always enough; inconclusive = no clear call, values can overlap the other calls;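 also: luminescence divided by OD600 gain over 9 h not by final OD600 alone; inactives centre near 13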
KLF5 inh: inhibitors of KLF5 expression; DLD-1 KLF5 promoter-luciferase reporter, luminescence; inhibition, % at 5 µM; AID 1700; hit rate 0.23% among 290,000;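 active = inhibition above a per-plate limit of that plate's mean compound inhibition plus 3 SD, cut at about 60% in these data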;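 also: 0% = DMSO wells and 100% = LY294002 at 200 µM; higher means less KLF5 promoter-driven luciferase light; inactives centre near -14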
HSF1 inh: HSF1 inhibition | NIH3T3-HGL HSE-luciferase, MG132-induced, luminescence 8 h; hits give low values | activity change, negative = inhibition, % at 7.5 µM (by protocol) | hit rate 0.77% among 300,000 | AID 2098;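 active = more than half of replicate wells show activity change below -50%, luminescence cut by over half; inconclusive = some wells, but at most half, below -50%; inactive = no replicate well below -50%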;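 also: luciferase reports HSF-1 transcriptional activity via heat shock element; 0% = median of DMSO wells and -100% = zero luminescence signal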
aSyn 5UTR inh: 5' untranslated region of α-synuclein, MLPCN primary screen | alpha-synuclein 5'UTR reporter, inhibitor activity | inhibition, % (tested at 7.5 µM) | hit rate 0.82% among 300,000 | AID 1813; in the data active = inhibition above about 60%; inconclusive = no clear call, values can overlap the other calls;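 also: H4 neuroglioblastoma cells stably carrying SNCA 5'UTR luciferase fusion; 0% = DMSO wells and 100% = positive control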
GSK3A inh: human GSK-3 alpha kinase inhibition. P49840. ADP-Glo luminescence, 60 min. inhibition, % at 10 µM. hit rate 0.1% among 320,000. AID 2650;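 in the data active = inhibition above about 50%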;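 also: GST-tagged GSK-3 alpha with peptide substrate and 25 µM ATP; 0% = DMSO neutral wells and 100% = GW8510 positive control wells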
Target sequence (P49840 whole entry, looked up): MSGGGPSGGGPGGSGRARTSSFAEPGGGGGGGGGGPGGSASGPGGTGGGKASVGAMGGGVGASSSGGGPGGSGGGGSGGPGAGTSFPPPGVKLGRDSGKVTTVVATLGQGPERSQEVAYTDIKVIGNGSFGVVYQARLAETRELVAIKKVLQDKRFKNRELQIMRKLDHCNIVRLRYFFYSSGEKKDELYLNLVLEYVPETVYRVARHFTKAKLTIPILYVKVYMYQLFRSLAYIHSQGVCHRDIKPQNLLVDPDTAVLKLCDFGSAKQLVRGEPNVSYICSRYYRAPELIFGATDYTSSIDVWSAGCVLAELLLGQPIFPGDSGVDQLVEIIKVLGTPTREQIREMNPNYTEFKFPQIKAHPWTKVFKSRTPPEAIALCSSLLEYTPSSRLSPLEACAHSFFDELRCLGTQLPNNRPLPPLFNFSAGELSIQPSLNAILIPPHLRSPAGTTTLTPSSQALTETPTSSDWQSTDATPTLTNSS
HSF-1 act: increases HSF-1 driven luciferase reporter signal; activation, % at 9 µM; NIH3T3-HGL HSF-1 luciferase reporter, MG132, 8 h; 100% = twice DMSO control signal; AID 504408; hit rate 1.7% among 300,000;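 active = mean replicate activation of at least 50% with a set share of replicates each reaching 50%; inconclusive = only one of those two conditions met; inactive = mean below 50% and too few replicates reaching it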;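 also: 0% = median of the neutral control wells and 100% = twice that signal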
Numbers without * were called inactive; u = inconclusive; x = no result given. Some of the compounds tested; rates above refer to the full screens.

Below each SMILES: HSP90 inh | AI-2 QS mod | HSF1 inh | IEC-6 tox | GSK3A inh | HSF-1 act | HIF act | KLF5 inh | GSK3beta inhib | aSyn 5UTR inh
CC(=Nc1ccccc1N)c1c(O)n(C)c(=O)n(C)c1=O
 : -4 | 27 | 6 | -6 | -2 | -6 | 0.4 | -23 | 0 | -5
CN1CCN(Cc2nnc3n2-c2ccc(Cl)cc2C(c2ccccc2)=NC3)CC1
 : 2 | 19 | 0 | -2 | -2 | 10 | 2.5 | -42 | -2 | 17
COc1ccc(-c2nn(CCC#N)cc2C(=O)Nc2ccccc2Cl)cc1
 : 3 | 0 | 0 | -1 | 0 | 3 | -0.5 | -18 | -4 | 5
CN1CCN(c2ccc(F)cc2N)CC1
 : -4 | 5 | 2 | 4 | -5 | -9 | -0.2 | -22 | -2 | 11
O=P(c1ccccc1)(c1nc2ccccc2s1)N1CCOCC1 (stereo not given)
 : 2 | 21 | -4 | 0 | -3 | -31 | -0.7 | -23 | -1 | 15
CC(C)c1ccc(NC(=O)CSc2nnc(OC(=O)N(C)C)n2C2CC2)cc1
 : -4 | 26 | -3 | 0 | 1 | -2 | -0.3 | -17 | -4 | 6
O=c1[nH]c(=O)n(-c2ccccc2)c(O)c1/C=C1/C(c2ccccc2)=Nc2ccccc21
 : -5 | 4 | -7 | 55* | 7 | 22 | 5.0 | 32 | 0 | -60
CCOP(=S)(OCC)c1ccc(N(C)C)cc1
 : -1 | 19 | -4 | 0 | -4 | 12 | -0.1 | -12 | 1 | -44
CCN1CCN(c2ccc(NC(=O)C(C)C)cc2Cl)CC1
 : 2 | 29 | 1 | 1 | x | -6 | 0.0 | -17 | -3 | -1
Cc1c(C(c2ccc(Cl)cc2Cl)c2c(O)c3ccccc3oc2=O)c(=O)n(-c2ccccc2)n1C (stereo not given)
 : 0 | 28 | -7 | -3 | -1 | 8 | -0.7 | -20 | 1 | 8
CCCCC(=O)N/N=C/c1c(O)n(-c2ccccc2)c(=O)[nH]c1=O
 : 0 | 22 | -5 | 2 | -1 | -17 | -0.3 | -9 | 3 | -4
Cn1cccc1/C=C1/C(=O)NC(=O)N(C(C)(C)C)C1=O
 : 0 | 4 | -4 | -2 | -1 | -6 | 0.1 | -6 | 1 | -10
C[C@]12CC[C@H]3C(CCC4(O)CC(O)CC[C@]34C=O)C1=CC[C@H]2c1ccc(=O)oc1 (stereo not given in full)
 : -3 | 12 | -1 | -12 | -3 | -13 | 0.1 | -31 | 1 | 82*
CN1CCN(c2ccc(Cl)cc2N)CC1
 : 2 | -1 | 0 | 4 | -2 | -9 | -0.3 | -28 | 0 | -17
CC(=Nc1ccccc1N)c1c(O)n(C)c(=O)[nH]c1=O
 : 2 | x | 9 | 0 | 10 | 26 | -2.4 | -65 | x | 11
c1ccc(CC2CCCCN2)cc1 (stereo not given)
 : -2 | 19 | -3 | 2 | -4 | 5 | 0.2 | -37 | 5 | -4
CCOc1ccc(-c2cc(C)[n+](CCO)c(-c3ccc(OCC)cc3)c2)cc1
 : 1 | 17 | -7 | -1 | 1 | -8 | -0.1 | -16 | -6 | 19
CN1CCN(C(=O)COc2ccc(S(=O)(=O)NC3CCCCC3)cc2Cl)CC1
 : 0 | 9 | 7 | 2 | 1 | 27 | -0.4 | -23 | 1 | -3
COc1ccc(C(C)=O)cc1CC(C(=O)c1ccc(F)cc1)N(C)C (stereo not given)
 : -4 | 8 | 7 | -4 | 4 | 16 | 0.3 | -18 | 2 | -3
CCOC(=O)C1CCN(/C=C2/C(=O)NC(=O)N(c3cccc(C)c3C)C2=O)CC1
 : 3 | 19 | x | -4 | x | 2 | -0.1 | -10 | 3 | 1
COC(=O)C1=C(c2cc3ccccc3s2)C[C@@H]2CC[C@H]1N2C(=O)N1CCCC1
 : x | 1 | 3 | x | -2 | 3 | 0.2 | x | 1 | -11
CCOc1ccccc1Oc1coc2cc(OC(=O)N(C)C)ccc2c1=O
 : 2 | 3 | 5 | -4 | -3 | 5 | 2.8 | -78 | 3 | -46
Cc1cccc(C(=O)Nc2ccc(Cl)cc2C(=O)c2ccccc2)c1
 : -2 | 33 | -4 | -7 | -2 | -8 | 0.0 | 5 | -2 | 22
COC(=O)C1=C(c2ccc(S(C)(=O)=O)cc2)C[C@@H]2CC[C@H]1N2C(=O)N1CCCCC1
 : x | -6 | -6 | x | -2 | -15 | -0.1 | x | -1 | 7
COc1ccccc1CCNC1CCCC(C)C1 (stereo not given)
 : -2 | 14 | 2 | 0 | -1 | 9 | -0.4 | -35 | -1 | 9
CC(C)CCCn1c(O)c(/C=C2/C=CC=N2)c(=O)[nH]c1=O
 : 1 | 23 | -15 | -1 | 1 | -12 | 0.9 | -57 | 5 | -16
CCOC(=O)c1cc(CC)sc1/N=C/c1c(O)[nH]c(=S)[nH]c1=O
 : 1 | 12 | -3 | 10 | -1 | -5 | 0.1 | -19 | -1 | -3
COc1ccccc1C(=O)C1CCCN(Cc2cnc(C)s2)C1 (stereo not given)
 : 4 | 15 | x | -6 | 1 | x | x | -7 | 0 | 15
CN1CCN(c2ccc([N+](=O)[O-])c3no[n+]([O-])c23)CC1
 : 5 | 6 | 5 | 90* | 4 | 28 | -4.7 | 10 | 1 | 98*
Clc1ccccc1CNC1CN2CCC1CC2 (stereo not given)
 : 2 | 9 | -6 | 3 | 0 | -13 | 0.0 | -19 | -3 | 9
O=C(O)Cn1cc(C=C2C(=O)NC(=O)NC2=O)c2ccccc21
 : -3 | 7 | -15 | -1 | -1 | -16 | 1.1 | 13 | 4 | -11
COc1cccc(C2(C#N)CCN(C)CC2)c1
 : -5 | 17 | 2 | -7 | x | 0 | -0.7 | -3 | 2 | 9
CN(C)c1ccc(/C=C/C=C/c2sc3ccccc3[n+]2C)cc1
 : 1 | 26 | -8 | 18 | -2 | -2 | 0.2 | 5 | -1 | u
COc1cc(/C=N/NP(=S)(c2ccccc2)c2ccccc2)ccc1O
 : 4 | -1 | 0 | -2 | -6 | -3 | -3.3 | -26 | 2 | -24
O=[N+]([O-])c1ccc(NCCCN2CCOCC2)c2ncccc12
 : 0 | 19 | 7 | 0 | -1 | 28 | 0.4 | -13 | -4 | -1
CC1CN=C(Nc2cccc3ccccc23)S1 (stereo not given)
 : 1 | -3 | 18 | 3 | -3 | 26 | 0.5 | -40 | 3 | -35
CNC(=S)N/N=C1\C2CN3CCN(C2)CC1(c1ccccc1)C3
 : 6 | 23 | -9 | 2 | -2 | -7 | -0.4 | 37 | -1 | 4
O=[N+]([O-])c1ccc(C[n+]2c(-c3ccccc3)cc(-c3ccccc3)cc2-c2ccccc2)cc1
 : x | 11 | -5 | x | 4 | -3 | -0.1 | x | -1 | 38
Cc1ccc(-n2cc(CNC(C)Cc3cnccn3)c(-c3cccc(C)c3)n2)cc1 (stereo not given)
 : 2 | 21 | 18 | 4 | -1 | 34 | 0.3 | -2 | -1 | 35
Cc1ccc(N2C(=O)CC(=O)NC2=O)cc1Cl
 : 3 | -12 | 1 | -7 | -3 | 6 | -37 | -18 | 3 | -5
Cc1nnc2ccc(-c3cccc(C(F)(F)F)c3)nn12
 : x | 20 | 6 | x | -3 | 3 | -0.4 | x | 1 | 22
CCOC(=O)N(CC)c1ccc(C(O)(C(=O)OCC)C(F)(F)F)cc1 (stereo not given)
 : 4 | 23 | 2 | 0 | 1 | -5 | -0.5 | -12 | 5 | 7
O=P1(NCCCn2cc[n+](Cc3nc4ccccc4[nH]3)c2)C=C(c2ccccc2)OC(c2ccccc2)=C1
 : 4 | 3 | -5 | 14 | 8 | -7 | 0.4 | -6 | -14 | 3
CCC(NC(=O)OC(C)(C)C)C(=O)Oc1cc(C)cc2oc(=O)c3c(c12)CCC3 (stereo not given)
 : 0 | 22 | 7 | 5 | -3 | 16 | 0.0 | -24 | 4 | -10
COC(=O)C1=C(c2cccc(OC)c2OC)C[C@@H]2CC[C@H]1N2C(=O)NCCCOC(C)C
 : x | 5 | -4 | x | -2 | -20 | -0.2 | x | 1 | 0
CCOc1ccc(NC(=O)c2c(C)nn(Cc3ccccc3)c2Cl)cc1
 : 0 | 1 | 3 | -1 | -2 | -5 | 0.4 | -3 | -1 | 0
O=c1[nH]c(CN2CCNCC2)nc2ccccc12
 : 1 | 15 | -3 | 4 | x | 3 | -0.2 | -3 | 1 | 16
CCC1CCCCN1CC(=O)c1ccc(OC(F)F)cc1 (stereo not given)
 : -2 | 8 | 9 | 10 | -3 | 25 | -0.3 | -3 | 1 | 11
O=c1c2ccccc2nc(Cc2ccccc2)n1-c1ccccc1
 : -7 | 12 | 9 | 4 | -2 | 17 | 3.4 | -61 | 2 | -84
CCN1CCN(C(=O)COc2ccc3c(c2)C(=O)CC2(CCN(C(C)=O)CC2)O3)CC1
 : 0 | 19 | -2 | 1 | -2 | 19 | 0.5 | -16 | 2 | -11

The list continues:
Below each SMILES: HSP90 inh | AI-2 QS mod | HSF1 inh | IEC-6 tox | GSK3A inh | HSF-1 act | HIF act | KLF5 inh | GSK3beta inhib | aSyn 5UTR inh
CCC(=NCCCN(CC)CC)c1c(O)n(-c2ccccc2)c(=O)[nH]c1=O
 : 6 | 2 | -4 | 5 | 2 | 15 | 0.3 | -1 | -2 | -1
CCC1CCCCN1P(=O)(c1ccc(C)o1)C(C)(C)C (stereo not given)
 : 0 | 32 | 0 | 4 | -2 | 11 | -0.5 | -38 | 0 | -13
CCOC(=O)c1c(-n2c(C)cc(C=C3C(=O)NC(=O)NC3=O)c2C)sc2c1CCCC2
 : 5 | 37 | -2 | -3 | -1 | 10 | 0.4 | -15 | 4 | -2
CN(C)c1ccc(/C=C/[N+](=O)[O-])cc1
 : 6 | -9 | 11 | -9 | 0 | 29 | 2.8 | -7 | -6 | -74
C1=C(c2c[nH]c3ccccc23)CCNC1
 : -1 | 4 | -9 | 0 | 4 | -14 | -0.1 | -20 | -10 | -11
COc1ccc(-c2nn(CCC#N)cc2C(=O)Nc2ccccc2)cc1OC
 : 1 | 14 | 0 | -6 | 2 | -2 | 0.1 | -52 | -1 | 9
C=CCn1c(O)c(C(C)=NCCN2CCN(C(=S)NC)CC2)c(=O)[nH]c1=O
 : 4 | 6 | -3 | -4 | 2 | 13 | -0.4 | -11 | 3 | -7
CCC(C)NC(=O)c1c(N)n(CC2CCCO2)c2nc3ccccc3nc12 (stereo not given)
 : 8 | 26 | -8 | 1 | 10 | 6 | -0.9 | -8 | 0 | 20
N#CC(C#N)=C(C#N)c1ccc(Nc2ccccc2)cc1
 : 1 | -49 | x | 2 | 2 | 16 | -1.7 | -42 | 0 | -15
Cc1ccc(/C=C2\C(=O)NC(=O)N(CC3CCCO3)C2=O)s1 (stereo not given)
 : 4 | 21 | -6 | 5 | 1 | 0 | 0.2 | 4 | -2 | -20
Nc1c(C(=O)NCCCc2ccccc2)c2nc3ccccc3nc2n1Cc1cccs1
 : -1 | 4 | 13 | 3 | 6 | 17 | -0.2 | 2 | 1 | 9

Source: PubChem BioAssay (several laboratories)
